Assay outcomes: PubChem BioAssay, several laboratories
MT1-MMP txn act – MT1-MMP promoter reporter activation – cell-based, luciferase luminescence, primary screen; HT1080 MT1-MMP promoter luciferase reporter, overnight; stronger effect = higher value; activation factor at 10 µM; hit rate 0.16% among 86,000; AID 750, 2007;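 active = activation factor of at least 2 for MT1-MMP transcription at 10 µM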
Candida biofilm – clotrimazole potentiators killing Candida biofilms, primary screen, with clotrimazole, Alamar Blue | C. albicans biofilm + clotrimazole | inhibition, % at 6 µM | hit rate 0.14% among 85,000;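 active = inhibition above 20%; inactive = inhibition below 20%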;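 note: preformed 24 hr biofilms exposed to compound for 48 hr; 0% = biofilm without compound and 100% = blank killed by clotrimazole plus chlorhexidine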
LYP inh 2 – PTPN22 phosphatase inhibitors, primary screen, biochemical, DiFMUP fluorescence, 2 µM. Tyrosine-protein phosphatase non-receptor type 22 (Homo sapiens), Q9Y2R2. recombinant LYP catalytic domain. inhibition, % at 2 µM. hit rate 0.21% among 96,000. AID 640, 2007;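 active = inhibition at 2 µM at or above a set limit, the screen mean plus 3 SD, cut at about 24% in these data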;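 note: 0% = DMSO with enzyme and 100% = enzyme fully blocked by orthovanadate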
Target sequence (Q9Y2R2 whole entry, looked up, the tested form may be a part): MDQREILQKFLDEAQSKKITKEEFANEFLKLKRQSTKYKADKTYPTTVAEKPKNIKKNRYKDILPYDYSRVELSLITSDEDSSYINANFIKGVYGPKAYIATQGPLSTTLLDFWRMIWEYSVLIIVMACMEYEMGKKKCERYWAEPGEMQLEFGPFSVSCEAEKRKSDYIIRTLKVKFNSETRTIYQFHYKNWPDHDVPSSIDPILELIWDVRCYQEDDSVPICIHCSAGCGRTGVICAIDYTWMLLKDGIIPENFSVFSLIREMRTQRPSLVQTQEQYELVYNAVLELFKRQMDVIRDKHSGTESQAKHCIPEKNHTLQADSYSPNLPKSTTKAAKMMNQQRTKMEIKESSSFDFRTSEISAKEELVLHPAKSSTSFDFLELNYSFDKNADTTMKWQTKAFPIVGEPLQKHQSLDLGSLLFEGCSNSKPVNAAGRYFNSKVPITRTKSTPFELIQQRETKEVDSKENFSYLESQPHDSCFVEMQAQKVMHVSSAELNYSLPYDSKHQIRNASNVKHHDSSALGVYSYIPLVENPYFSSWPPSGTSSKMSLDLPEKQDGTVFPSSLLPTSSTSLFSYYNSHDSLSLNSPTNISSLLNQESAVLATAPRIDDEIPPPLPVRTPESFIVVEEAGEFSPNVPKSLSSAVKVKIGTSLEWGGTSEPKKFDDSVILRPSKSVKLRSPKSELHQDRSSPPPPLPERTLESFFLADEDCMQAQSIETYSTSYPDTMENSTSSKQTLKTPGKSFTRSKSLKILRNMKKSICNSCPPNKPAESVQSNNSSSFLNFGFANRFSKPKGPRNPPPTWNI
DAT uptake mod – changed hDAT dopamine uptake under cocaine IC80, either direction, primary screen, cocaine antagonist project, cell-based, LLC-PK1 hDAT, [14C]-dopamine uptake, MLSMR; B-score at 10 µM; LLC-PK1 hDAT cells, [14C]-dopamine uptake with cocaine IC80; actives deviate in either direction; hit rate 1.3% among 110,000;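 active = Z score or B-score, a plate-position-corrected score, falls beyond the plate's 99.7% confidence bounds, in either direction; inactive = both scores lie inside the 99.7% bounds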;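 note: scored against the spread of the other compound wells on the same plate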
HUVEC tox IL1B – cytotoxicity in IL-1B stimulated HUVEC, primary screen, cytotoxicity control for IL-1B NFkB translocation project, imaging, Hoechst nuclear count, IL-1B stimulus; hit rate 0.41% among 94,000; cell count reduction, % at 2 µM; HUVEC cell count loss;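 active = cell count reduction more than 3 SD above the screen-wide mean, cut at about 70% in these data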;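 note: normalized per plate to untreated control cells as the no-loss baseline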
Smad3 FoxH1 inh – Smad3/FoxH1 peptide binding inhibitors, primary screen, biochemical, TR-FRET. TR-FRET Smad3/Dy647-FoxH1 peptide binding, europium anti-His. inhibition, % at 25 µM. hit rate 0.29% among 88,000;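 active = compounds that reduce the energy-transfer binding signal between the protein and its labelled peptide by more than half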;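 note: 0% = Smad3 plus labelled peptide maximal FRET and 100% = peptide-only background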
F-actin modifier – modifiers of F-actin cytoskeleton organization, primary screen, imaging, HUVEC, phalloidin staining, high-content imaging. HUVEC TNFa F-actin phalloidin imaging. inhibition, % at 2 µM. hit rate 0.18% among 91,000. AID 836, 2007;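 active = inhibition above the batch mean plus 3 SD and confirmed as a hit by visual image inspection, cut at about 30% in these data, passing the limit was not always enough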; note: strong numbers were not always called active
TNFa cytotox – cytotoxicity in TNFa-stimulated HUVEC, primary screen, cytotoxicity control for VCAM1 expression modulator project, imaging, Hoechst nuclei count; HUVEC TNFalpha-stimulated, Hoechst cell count; cell count reduction, % at 2 µM; hit rate 0.17% among 93,000;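 active = cell count reduction exceeding the screen mean by over 5 SD, scaled to untreated wells per plate, cut at about 78% in these data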;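 note: cells counted after 24 h of TNF alpha exposure following the 1 h pretreatment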
VCAM1 TNFa inh – inhibitors of TNFa-induced VCAM1 expression, primary screen, imaging, HUVEC, TNFa stimulus, immunofluorescence | AID 802, 2007 | hit rate 0.48% among 95,000 | inhibition, % at 2 µM | HUVEC TNFa-induced VCAM-1 immunofluorescence, high-content imaging;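 active = inhibition above the batch mean plus 3 SD, with images confirmed as a hit by eye, cut at about 37% in these data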;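 note: 0% = TNF-stimulated DMSO wells and 100% = unstimulated control wells; not every result past the cut was called active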
* = called active by the depositor; . = not tested or not shown. These rows are one share of the data; count on the stated rates, not on these rows.

SMILES | MT1-MMP txn act | Candida biofilm | LYP inh 2 | DAT uptake mod | HUVEC tox IL1B | Smad3 FoxH1 inh | F-actin modifier | TNFa cytotox | VCAM1 TNFa inh
CCOC(=O)CSc1nc2ccccc2c(=O)[nH]1 | 1.1 | 12 | . | 0.48 | . | -1 | . | . | .
Cc1c(Cl)cccc1NC(=O)CCN1CCCCC1 | 1.2 | 2 | -9 | -1.2 | 9 | 3 | -11 | -8 | 16
COC(=O)C1=C(C)Nc2c(c(=O)n(C)c(=O)n2C)C1c1cccnc1 (stereo unspecified) | 1.2 | 2 | 7 | -0.13 | -8 | -7 | -3 | . | 6
COC(=O)C1=C(C)N=C2SC(C)C(=O)N2C1/C=C/c1ccccc1OC (stereo unspecified) | . | . | -4 | -0.052 | -1 | . | -8 | -1 | 4
COc1ccccc1N1CCN(c2nc(C)nc3c2oc2ccccc23)CC1 | 0.5 | 2 | 3 | 0.0098 | 17 | 4 | -12 | 65 | 66
C=CCN(CC(=O)NCc1ccc(F)cc1)C(=O)c1csnn1 | 1.1 | 6 | 2 | 0.019 | -16 | -4 | -6 | . | -27
Cc1cc(C)nc(SCNC(=O)c2ccccc2)n1 | 1.3 | . | -9 | -1.3 | 81* | . | 6 | -27 | 21
CCCN(/C=N/c1sc2c(c1C#N)CCCCC2)CCC | 1.4 | 5 | 2 | 0.062 | -9 | 7 | 28 | -8 | 4
COc1cc(C(c2sc3nc(C)nn3c2O)N2CCC3(CC2)OCCO3)cc(OC)c1OC (stereo unspecified) | 1.1 | 0 | -1 | 0.57 | 8 | -8 | . | -25 | 4
Cc1ccc(S(=O)(=O)/C=C2\NC(=O)CS2)cc1 | . | . | 6 | -1.1 | -1 | . | 7 | -8 | -3
N#Cc1c(C(F)(F)F)cc(-c2ccco2)nc1SCc1ccncc1 | 1.1 | 2 | -4 | -0.63 | -19 | 7 | -19 | -27 | 17
O=C(Cc1ccccc1)N1CCCC1c1ccccc1 (stereo unspecified) | 1.1 | 10 | -6 | -0.47 | 15 | 3 | -42 | 3 | 12

Compound profiles, from the list above:
`Cc1ccc(S(=O)(=O)/C=C2\NC(=O)CS2)cc1` is listed as MT1-MMP txn act: .; Candida biofilm: .; LYP inh 2: 6; DAT uptake mod: -1.1; HUVEC tox IL1B: -1; Smad3 FoxH1 inh: .; F-actin modifier: 7; TNFa cytotox: -8; VCAM1 TNFa inh: -3
`COC(=O)C1=C(C)Nc2c(c(=O)n(C)c(=O)n2C)C1c1cccnc1` (stereo unspecified) is listed as MT1-MMP txn act: 1.2; Candida biofilm: 2; LYP inh 2: 7; DAT uptake mod: -0.13; HUVEC tox IL1B: -8; Smad3 FoxH1 inh: -7; F-actin modifier: -3; TNFa cytotox: .; VCAM1 TNFa inh: 6
`O=C(Cc1ccccc1)N1CCCC1c1ccccc1` (stereo unspecified) is listed as MT1-MMP txn act: 1.1; Candida biofilm: 10; LYP inh 2: -6; DAT uptake mod: -0.47; HUVEC tox IL1B: 15; Smad3 FoxH1 inh: 3; F-actin modifier: -42; TNFa cytotox: 3; VCAM1 TNFa inh: 12

(more compounds)
SMILES | MT1-MMP txn act | Candida biofilm | LYP inh 2 | DAT uptake mod | HUVEC tox IL1B | Smad3 FoxH1 inh | F-actin modifier | TNFa cytotox | VCAM1 TNFa inh
COc1ccccc1N(CC(=O)NCc1ccccn1)S(C)(=O)=O | 1.1 | -2 | 2 | -0.92 | -11 | 12 | . | . | .
CCOC(=O)c1sc(NC(=O)Nc2ccc(Cl)cc2)nc1C | . | . | 9 | -0.23 | 19 | . | 10 | 8 | 6
CC1(C)CC(=O)C=C(NCCc2ccc(S(N)(=O)=O)cc2)C1 | 1.1 | 4 | . | 0.59 | . | 6 | . | . | .
CSc1nc(N)nc(SCC(=O)c2ccccc2)c1C#N | 1.2 | 9 | -7 | -0.31 | -14 | -14 | 0 | -20 | 10
CC(C)CC(=O)Nc1cccc(-c2cn3ccsc3n2)c1 | 1.5 | 2 | -11 | 0.28 | -7 | 2 | 1 | -14 | 19
Cn1nnnc1SCC(=O)NCc1cccc(C(=O)O)c1 | 1 | -1 | 1 | -0.0061 | 22 | 2 | 22 | -34 | 4
O=C(CCCCCNS(=O)(=O)c1ccc(Br)cc1)NCCN1CCOCC1 | 1.2 | 0 | -3 | 0.23 | -28 | 0 | -19 | -14 | -14
O=C(C1CCC(CNS(=O)(=O)c2cccs2)CC1)N1CCCCC1 (stereo unspecified) | . | -2 | 8 | -0.16 | 30 | -9 | 7 | -21 | 21
COc1ccc(C2Nc3ccccc3C(=O)N2c2ccc(C)cc2)cc1Cn1nc(C)c([N+](=O)[O-])c1C (stereo unspecified) | . | . | 4 | 1.8 | -52 | . | -6 | -53 | -14
O=C(NC(Cc1ccccc1)C(=O)O)/C(=C\c1ccc(F)cc1)NC(=O)c1ccccc1 (stereo unspecified) | . | . | 2 | 0.45 | -3 | . | -2 | -19 | -4
CC1=C(C)CC2C(=O)N(Cc3ccccc3)C(=O)C2C1 (stereo unspecified) | . | 3 | 7 | 0.59 | -1 | 6 | -3 | -27 | 2
Cc1ccc(-c2nc3ccccc3s2)cc1S(=O)(=O)N1CCCC1 | 1.1 | 0 | 10 | 0.23 | -9 | -2 | . | -15 | 4
O=C(CCN1C(=O)/C(=C/c2cccc(Br)c2)SC1=S)NNC(=O)c1cccnc1 | . | . | 16 | -1.3 | 16 | . | -2 | -8 | 6
N#Cc1c(N)n(C2CCCCC2)c2nc3ccccc3nc12 | 1.1 | 6 | 0 | 0.16 | -19 | 2 | 17 | -31 | -10
O=C(NC1CCCCC1)c1ccc(N2CCCC2=O)cc1 | 1.5 | 4 | -3 | 0.042 | -22 | 4 | 29 | -40 | -22
Fc1ccc(C2CC(c3ccco3)=NN2c2ccccc2)cc1 (stereo unspecified) | . | . | -10 | -0.0027 | -5 | . | -18 | 8 | 21
Cc1ccc(C(=O)Nc2ccncc2)o1 | 1.1 | 5 | -2 | -0.39 | -38 | 6 | 8 | 7 | 29
CN(C)c1ccc(C2N3CC4(C)CN2CC(C)(C3)C4O)cc1 (stereo unspecified) | 1.1 | -2 | . | -0.098 | . | 4 | . | . | .
Cc1cccc(-n2ncc3c(NCCCN4CCCC4=O)ncnc32)c1 | 1.6 | 4 | -4 | -0.5 | -7 | -1 | -8 | -1 | 15
COC(=O)c1ccccc1NS(=O)(=O)c1ccc2c3c(cccc13)C(=O)N2 | 1.1 | 3 | 1 | 1.1 | 2 | 1 | -6 | 11 | -19
CCOC(=O)N1CCN(CC(O)COc2ccccc2C(C)C)CC1 (stereo unspecified) | 1.2 | 3 | 3 | -0.13 | -14 | 3 | 1 | -35 | -19
CCOC(=O)CSc1n[nH]c(-c2ccco2)n1 | 1 | 6 | -4 | -0.24 | 3 | 21 | -1 | -8 | 9
O=c1cc(CN2CCOCC2)c2c(ccc3ccccc32)o1 | 1.1 | 6 | -2 | 0.15 | -29 | 11 | -20 | -7 | 5
COc1ccccc1CCNCc1ccc(OC)c(OCc2ccccc2)c1 | . | . | -4 | -0.019 | -16 | . | 10 | 10 | 2
CCCCOc1ccc(C2CC(=O)N(C)C2=O)cc1 (stereo unspecified) | 1.2 | 3 | 17 | 0.2 | -2 | -15 | -5 | -8 | -9
CCC(=O)N1CCc2cc(S(=O)(=O)NC(Cc3ccccc3)C(=O)NC3CCCCC3C)ccc21 (stereo unspecified) | 1 | 0 | -13 | 0.54 | -10 | 1 | . | -6 | -2
COc1ccc(CCNC(=O)C(=O)NCC2CCCO2)cc1 (stereo unspecified) | 1.1 | 7 | -3 | 0.72 | 4 | 8 | 1 | 1 | -9
COCCCNC(=S)NNC(=O)c1ccc2c(c1)OCO2 | . | . | 2 | -0.35 | -22 | . | 13 | -10 | -3
COc1ccccc1C(c1nnnn1Cc1ccccc1)N1CCN(C2CCCC2)CC1 (stereo unspecified) | 1.1 | 5 | 1 | -0.068 | -10 | 1 | 18 | -10 | 10
C=CCOc1ccc(C2OC34CCCCC3C(C#N)(C#N)C2(C#N)C(=N)O4)cc1 (stereo unspecified) | 1.1 | 8 | -7 | -0.24 | 1 | 15 | -23 | -18 | 17
CC1=CC2=NC(=O)CC(C)(C(=O)N(CC(=O)NC(C)(C)C)Cc3cccs3)N2C=C1 (stereo unspecified) | . | . | -3 | 0.13 | -47 | . | -42 | 14 | 5
COc1cccc(CSc2nc3sc(C)c(C)c3c(=O)n2Cc2ccco2)c1 | 1.2 | 5 | 6 | -0.19 | -1 | -3 | -17 | -17 | -16
O=C(O)CCCN=CC1=C(O)C(C(=O)c2ccccc2)CCC1=O (stereo unspecified) | 1.1 | 6 | -22 | 1.8* | -15 | -5 | 0 | -25 | -25
Cn1c(=O)c2c(nc(Sc3ncccn3)n2Cc2ccc(Cl)cc2)n(C)c1=O | 1 | 1 | 3 | -1.1 | -12 | 7 | 16 | -43 | 11
O=C(CCn1c(=O)c2sccc2n(CC(=O)NCc2ccco2)c1=O)NCc1ccccc1 | 0.9 | -2 | 6 | 0.024 | -45 | -13 | -8 | 3 | 3
O=C(CN(c1ccccc1F)S(=O)(=O)c1ccccc1)N1CCCCCC1 | . | 1 | -3 | -0.98 | -33 | 0 | -8 | -2 | -11
COc1cccc(Nc2ncccc2C(=O)O)c1 | 1.3 | 9 | -1 | -0.31 | 3 | 2 | -2 | 28 | 8
CSCCC(NC(N)=O)C(=O)NCc1cccc(Cl)c1 (stereo unspecified) | . | . | -3 | -0.5 | -4 | . | 4 | -11 | 9
O=C1CCCN1CC(O)CS(=O)(=O)c1ccccc1 (stereo unspecified) | . | . | 5 | 0.12 | 20 | . | 11 | -14 | 3
CC(C)(C)c1[nH]nc2c1C(C1C=CCCC1)C(C#N)=C(N)O2 (stereo unspecified) | 1 | 0 | 12 | 0.13 | 3 | 4 | 13 | 1 | 11
O=C(O)C1C2CCC(C2)C1C(=O)NCc1ccccn1 (stereo unspecified) | 1.1 | 4 | 2 | 1.2 | -7 | 4 | 41 | -28 | 4
COc1ccc(-c2nc(-c3ccc(Br)o3)no2)cc1 | . | 6 | -2 | 1.4 | 4 | -14 | 2 | -17 | 7
CC(C)(C)n1nnnc1C(c1cccnc1)N1CCN(c2cccc(C(F)(F)F)c2)CC1 (stereo unspecified) | 1.1 | 5 | -5 | 1.1 | -12 | 1 | -3 | -5 | 14
CN1CCN(NC(=O)CN2C(=O)/C(=C/c3ccccc3Cl)SC2=S)CC1 | . | . | 1 | 0.12 | -24 | . | -2 | -22 | 11
Cc1ccc(C(=O)Nc2ccc3c(c2)OCCO3)o1 | 1.2 | -4 | 4 | 0.15 | 8 | -4 | 8 | 3 | -1
S=c1[nH]nc(COc2ccc3c(c2)OCO3)n1-c1ccccc1 | 1.1 | -1 | 6 | -1.2 | -7 | 9 | 4 | -8 | 97*
CN(C)c1nc(SCCOC(=O)COc2ccc(Cl)cc2Cl)nc(N(C)C)n1 | 1.2 | 7 | 7 | . | -84 | -1 | 0 | -17 | 8
Cc1ccc(NS(=O)(=O)c2ccccc2)c2c1CC(C)(C)O2 | . | 4 | 2 | -0.17 | -4 | -2 | 27 | -14 | 1
